Bioassay records (PubChem)
CRFR2-BP antag – blocks CRF-induced signaling of the CRF-BP/CRF-R2 complex; HEK293 CRF-R2/CRF-BP, CRF-induced calcium fluorescence; inhibition, % at 11.8 µM; 350,000 tested, 0.59% active;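 active means inhibition of the ligand-induced calcium signal above about 50% at the single tested concentration, limit read from the data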
M5 ag – CHRM5 agonism in calcium assay | activation, % at 3 µM | P08912 | AID 624037 | CHO-K1 hM5 cells, Fluo-8 calcium fluorescence; 0% DMSO wells, 100% maximal acetylcholine response | 360,000 tested, 0.19% active;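 active means activation above the run's mean over test compounds plus 3 SD, cut at about 23% in these data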;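 further: signal is peak over basal fluorescence ratio across the kinetic read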
TAAR1 antagonist – human TAAR1 antagonism | CHO RD-HGA16 TAAR1, Fluo-8 calcium fluorescence, antagonist | Q96RJ0 | 360,000 tested, 1.5% active | AID 624466 | inhibition, % at 3 µM;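 active means inhibition above a per-plate cutoff, the mean inhibition of test compounds on that plate plus 3 SD, cut at about 49% in these data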;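 further: 0% = DMSO plus EC80 beta-PEA response and 100% = DMSO alone without agonist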
Target sequence (Q96RJ0 whole entry, looked up): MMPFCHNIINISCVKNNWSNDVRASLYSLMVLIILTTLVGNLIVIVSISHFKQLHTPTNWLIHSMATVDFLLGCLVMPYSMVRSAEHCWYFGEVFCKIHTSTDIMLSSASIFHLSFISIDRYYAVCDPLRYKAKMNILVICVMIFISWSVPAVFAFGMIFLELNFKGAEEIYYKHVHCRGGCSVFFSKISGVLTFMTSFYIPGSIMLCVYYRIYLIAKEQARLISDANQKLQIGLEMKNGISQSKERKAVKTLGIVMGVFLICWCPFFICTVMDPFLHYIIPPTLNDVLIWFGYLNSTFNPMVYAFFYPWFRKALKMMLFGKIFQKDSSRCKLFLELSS
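Test system – hTAAR1-expressing CHO RD-HGA16 cells, Gα16-coupled · Also added – β-PEA at EC80 concentration, post-compound challenge · Compound – 3 µM, single point · Incubation – dye loading 75 min at 37 °C, then 30 min room temperature · Measured by – Fluo-8 intracellular calcium dye fluorescence, real-time kinetic reads · Benchmarks – vehicle and agonist controls · Replicates – singlicate, one well per test compound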
CHRM4 PAM – positive allosteric modulators of human muscarinic M4 receptor; P08173; CHO-K1 hM4/Gqi5, Fluo-8 calcium fluorescence, ACh EC20; 0% = ACh EC20, 100% = maximal ACh; activation, % at 3 µM; 360,000 tested, 0.4% active; AID 624126;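 active means activation above its plate's cutoff, the mean activation of sample wells plus 3 SD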; further: some results filed as inactive read as strong as hits
Target sequence (P08173 whole entry, looked up): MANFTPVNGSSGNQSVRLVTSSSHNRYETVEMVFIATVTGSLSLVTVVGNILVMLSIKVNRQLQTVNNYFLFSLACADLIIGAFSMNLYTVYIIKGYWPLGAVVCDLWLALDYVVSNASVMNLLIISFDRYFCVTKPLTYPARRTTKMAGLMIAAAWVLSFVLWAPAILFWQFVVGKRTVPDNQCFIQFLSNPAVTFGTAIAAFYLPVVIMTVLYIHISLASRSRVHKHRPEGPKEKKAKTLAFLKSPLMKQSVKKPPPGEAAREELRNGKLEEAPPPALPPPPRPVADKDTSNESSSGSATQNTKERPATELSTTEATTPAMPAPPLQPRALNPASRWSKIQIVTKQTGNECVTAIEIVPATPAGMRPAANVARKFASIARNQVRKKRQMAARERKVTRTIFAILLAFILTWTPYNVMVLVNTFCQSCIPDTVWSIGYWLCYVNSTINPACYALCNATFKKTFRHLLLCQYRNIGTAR
TAAR1 agonist – human TAAR1 agonism; activation, % at 3 µM; 360,000 tested, 0.99% active; AID 624467; CHO RD-HGA16 TAAR1, Fluo-8 calcium fluorescence; vehicle wells 0%, saturating PEA agonist 100%;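 active means activation above the mean activation of all test compounds in the run plus 3 SD, cut at about 38% in these data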
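Test system: RD-HGA16 (CHO) cells co-expressing Gα16 and hTAAR1 / Benchmarks: DMSO vehicle as 0%, PEA at EC100 as 100% / Repeats: no replicates (n 1) / Measure: % activation from peak over basal fluorescence ratio, DMSO-to-PEA scaled / Timing: 17-24 h plating, Fluo-8 75 min 37 °C, 30 min RT / Technique: kinetic Fluo-8 calcium fluorescence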
M5 antag – CHRM5 antagonism in calcium assay. CHO-hM5 cells, Fluo-8 calcium fluorescence, ACh EC80. inhibition, % at 3 µM. 360,000 tested, 0.59% active. AID 624040;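 active means inhibition above a per-plate cutoff, the mean of that plate's test compounds plus 3 SD, cut at about 27% in these data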;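 further: 0% = acetylcholine EC80 with DMSO and 100% = DMSO without agonist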
CHRM5 PAM – positive allosteric modulators of human muscarinic M5 receptor. P08912. CHO-K1 hM5, Fluo-8 calcium, ACh EC20 PAM; 0% = ACh EC20, 100% = ACh EC100. activation, % at 3 µM. 360,000 tested, 0.3% active;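 active means activation above the run cutoff, the mean activation of all test compounds plus 3 SD, cut at about 18% in these data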
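Assay system – human M5 receptor in CHO-K1 cells · Read-out – % activation, ACh-normalized · Technique – Fluo-8 calcium fluorescence · Dosing – single-point, 3 µM nominal · Incubation – Fluo-8 loading 80 min at 37 °C plus 30 min room temperature · Repeats – singlicate, one well per test compound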
CRFR2-BP ag – agonists of human CRF-binding protein/CRF-R2 receptor complex; HEK293 CRF-R2/CRF-BP, calcium dye fluorescence (FLIPR); percent of saturating CRF peptide response; AID 588473; activation, % at 13.2 µM; 350,000 tested, 0.46% active;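 active means activation of at least 50%, plus an integration ratio under a set limit after plate pattern correction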;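 further: plate controls were neutral control wells without compound for no effect and CRF at EC100 for full effect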
CHO-K1 Ca PAM – nonselective activator or artifact in parental CHO-K1 calcium assay; activation, % at 3 µM; 360,000 tested, 0.02% active; ATP EC20, Fluo-8 calcium fluorescence; 0% at ATP EC20, 100% at ATP max;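 active means activation above the run cutoff, the mean activation of all test compounds plus 3 SD, cut at about 40% in these data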;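 further: peak over basal fluorescence ratio in a 140 s read after ATP addition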
The depositor's hits bear a star; . = not tested or not shown.

The line under a structure holds: CRFR2-BP antag	M5 ag	TAAR1 antagonist	CHRM4 PAM	TAAR1 agonist	M5 antag	CHRM5 PAM	CRFR2-BP ag	CHO-K1 Ca PAM
> CCC(C(=O)Nc1nnc(-c2ccco2)s1)c1ccccc1 (stereo not drawn)
    -12	0	2	3	30	0	8	0.2	23
> CC(=O)N1CCN(S(=O)(=O)c2cccc(C(=O)NCCc3ccc(Cl)cc3)c2)CC1
    2	-1	-28	-7	4	12	-8	0.4	-20
> O=C1C=C(c2ccccc2Oc2ccccc2)C[C@@H](c2ccc3c(c2)OCO3)C1
    -4	-4	-6	-8	4	2	-6	3.0	3
> O=C(NC(=S)N1CCCCC1c1cccnc1)c1ccccc1 (stereo not drawn)
    4	2	4	1	0	-3	5	-0.9	-6
> COc1ccc(OC)c(-c2cc(C(=O)N3CCN(c4ccccc4)CC3)no2)c1
    10	-3	23	5	-1	-6	-4	0.6	-5
> O=C(NCC(=O)N(c1ccc2c(c1)OCCO2)C(C(=O)NC1CCCC1)c1ccco1)c1ccco1 (stereo not drawn)
    6	-1	24	8	12	-5	14	-2.3	20
> CC1=C(C(=O)NCc2ccccc2)C(c2ccccc2OCC(N)=O)NC(=O)N1 (stereo not drawn)
    -6	-1	7	6	0	-1	-1	-1.0	19
> Cc1ccc(C(=O)N/C(=C\c2cccs2)C(=O)N2CCOCC2)cc1C
    -11	-1	-5	8	1	-4	5	-2.9	-12
> O=C(NCc1ccco1)C1CCCN(S(=O)(=O)c2ccc(-n3cnnn3)cc2)C1 (stereo not drawn)
    -11	-8	7	2	12	-4	-1	5.2	7
> CN(C)c1nccc(Nc2ccccc2)c1C#N
    5	-5	3	-1	14	-5	-5	1.5	14
> COc1cc2oc(=O)cc(CN3CCCC3)c2cc1Cl
    .	2	-10	4	0	6	-3	.	11
> COc1ccc(CNC(=O)CSc2nnc(-c3ccc(NC(C)=O)cc3)n2C)cc1
    -6	0	-5	-5	11	0	0	0.8	13
> COc1ccc2[nH]c(=O)c(CN(c3ccccc3)S(=O)(=O)c3ccccc3)cc2c1
    -16	1	52*	2	9	-6	0	0.3	8
> COc1ccc(/C=N/NC(=O)c2ccccc2O)cc1Cn1cc(Cl)cn1
    14	-2	29	-3	25	-10	-9	-1.6	-10
> O=C(CNC(=O)c1ccc(Oc2ccccc2)cc1)OC1CCCCC1=O (stereo not drawn)
    3	-10	9	0	-1	-2	-9	1.3	7
> CCOc1ccc(CCNC(=O)/C=C/c2ccco2)cc1OCC
    -8	1	-45	5	-1	-1	2	0.2	5
> CCC(=O)N(CC)C1=C(O)c2ccccc2C(=O)C1=O
    49	4	-2	12	10	3	4	-0.9	-5
> O=C(COC(=O)Cc1ccc(Cl)cc1)Nc1c(F)cccc1F
    12	0	-2	4	1	7	-3	1.0	22
> CCCNc1nc(Cl)nc(Nc2ccc(Cl)cc2)n1
    11	-5	1	-7	2	-5	-1	-1.7	26
> O=C(NNC(=O)c1ccccc1-n1cccc1)c1cncc(Br)c1
    -2	2	11	4	1	8	11	-0.2	-18
> Cc1cc(CSc2ccccc2C(=O)O)on1
    -7	-1	-2	11	4	-2	-2	1.3	13
> N#Cc1ccc(Oc2c(Cl)cncc2Cl)cc1
    34	-6	-4	0	1	-2	2	-5.3	-6
> CCc1ccccc1NC(=S)N(CCN1CCOCC1)C1CCN(C(C)=O)CC1
    23	-6	-38	4	27	14	-6	-2.4	9
> CCOC(=O)N/N=C(\C)c1cccs1
    -13	-3	-7	-1	4	-2	-4	0.0	22
> CCOC(=O)c1cnn(-c2nc(C)cc(C)n2)c1N
    3	1	-14	7	7	-8	0	1.6	-1
> COc1ccc(-n2c(=O)c3c4c(sc3n3c(=S)[nH]nc23)COC(C(C)C)C4)cc1 (stereo not drawn)
    21	-3	-16	-3	-1	1	-3	-3.8	26
> O=C(O)Cn1cc(/C=C2/SC(=O)N(CC(=O)N3CCCCCC3)C2=O)c2ccccc21
    -11	.	0	.	1	.	.	-2.2	.
> CCN(CC)C(=O)C1=C(C)N(CCC2=CCCCC2)C(=O)C(CC(=O)NC2CCCC2)C1 (stereo not drawn)
    7	0	-1	-1	1	-3	4	-2.2	5
> CCCNC(=O)C1(C)CCCN(C(=O)c2ccc(OC)cc2OC)C1 (stereo not drawn)
    .	3	8	10	0	3	-2	.	-10
> Cc1cccc(C(CC(=O)NCCc2ccccc2)c2ccccc2)c1O (stereo not drawn)
    14	-5	30	-8	66*	10	-4	0.1	10
> O=C(c1sc2ccccc2c1Cl)N(Cc1cccs1)C1CCS(=O)(=O)C1 (stereo not drawn)
    -23	-1	-2	-1	4	4	-6	0.8	4
> O=C(N/N=C/c1cccc(OC(=O)c2ccc([N+](=O)[O-])cc2)c1)c1cccnc1
    -1	0	1	-2	6	6	1	-0.3	13
> C=C1C(C(=O)Nc2ccc(F)cc2)C1C(=O)Nc1ccc(F)cc1 (stereo not drawn)
    -11	-3	-5	-5	0	-8	3	0.2	2
> Cc1cc(OCC(=O)N2CCC(C(N)=O)CC2)c2c(C)cc(=O)oc2c1
    -1	-1	-15	10	1	5	-2	-1.4	14
> Cc1ccc(NC(=O)CC[C@H]2O[C@@H](n3cnc4c(NC(=O)c5ccccc5)ncnc43)[C@H](O)[C@@H]2O)cc1C
    .	0	-10	2	-1	2	-3	.	11
> COc1ccc(C)cc1NC(=O)c1nn(-c2ccccc2)cc1OC
    -3	-2	30	-3	-5	10	-3	-1.3	6
> Cc1noc(NS(=O)(=O)c2ccc(NC(=O)CCC3CCCC3)cc2)c1C
    -1	1	-4	13	13	-1	4	-0.3	10
> CN(C(=O)c1ccc2c(=O)n3c(nc2c1)CCCCC3)c1ccccc1F
    9	-6	-6	-1	7	4	-5	-3.9	-5
> Fc1cccc(Cl)c1CSc1nnc(CNc2ccccc2)o1
    -16	-7	-12	-1	5	6	0	-2.1	17
> C=CCN1C(=O)S/C(=C/c2ccc(Sc3nc4ccccc4[nH]3)o2)C1=O
    -23	10	39	-10	18	16	-15	4.7	-14

Sorted by value in M5 ag (lowest first): 3 of the compounds above.
structure | M5 ag
Fc1cccc(Cl)c1CSc1nnc(CNc2ccccc2)o1 | -7
CCOC(=O)N/N=C(\C)c1cccs1 | -3
COc1ccc(C)cc1NC(=O)c1nn(-c2ccccc2)cc1OC | -2

Other records follow:
The line under a structure holds: CRFR2-BP antag	M5 ag	TAAR1 antagonist	CHRM4 PAM	TAAR1 agonist	M5 antag	CHRM5 PAM	CRFR2-BP ag	CHO-K1 Ca PAM
> O=C(CCc1ccccc1)C(=O)N1CCCC(C(=O)c2cccc(Cl)c2)C1 (stereo not drawn)
    -21	1	2	-8	0	11	-3	1.3	-2
> C=C(C)C1CC=C(C)/C(=N\NC(=O)CNc2ccccc2OC)C1 (stereo not drawn)
    -19	-2	6	2	0	5	-5	-0.7	-9
> CCS(=O)(=O)n1nc(-c2ccc(Cl)cc2)nc1SC
    9	-3	8	-5	1	-5	4	0.0	6
> CCOC(=O)N1CCN(c2c(N3CCc4ccccc4C3)c(=O)c2=O)CC1
    1	1	21	7	22	4	-5	-1.6	-9
> Cc1ccc(CNc2nc3c([nH]2)c(=O)n(C)c(=O)n3C)cc1
    2	5	-28	12	12	-3	2	-2.5	8
> CC1(C(=O)NCc2cccc3ccccc23)CCN1Cc1ccc(OC(F)(F)F)cc1 (stereo not drawn)
    .	-4	16	-11	1	10	-13	.	17
> COc1ccc(OC)c(-n2c(C)nc3cc(C(=O)O)ccc32)c1
    6	1	7	-1	3	-4	9	-0.2	20
> CC(C)[C@H](NC(=O)c1ccc(Cl)cc1)C(=O)OCC(=O)N1CCN(c2ccccc2)CC1
    3	-1	-24	7	0	5	-6	7.3	5
> O=C(COC(=O)C1CC2CCCC(C1)C2=O)Nc1ccc(Cl)cn1 (stereo not drawn)
    6	2	3	1	0	2	0	0.3	18
> CCOC(=O)c1ccc(N/C(=N\S(=O)(=O)c2ccccc2C)c2ccccc2)cc1
    2	0	24	-8	1	5	-3	-0.8	16
> O=C(NCC1CC1)c1ccccc1Cl
    4	-2	3	-3	-1	-15	4	-1.4	7
> COc1cccc2[nH]c(C(=O)NCC3CCCO3)cc12 (stereo not drawn)
    6	-1	-8	-9	4	18	-11	0.6	-8
> Cc1cccc(/C=C2\CCC(C3CCCC3)C2=O)c1 (stereo not drawn)
    -119	-3	-2	-4	0	-8	2	1.7	6
> O=C(Cn1c(SCc2ccccc2)nc2ccccc21)N1CCOCC1
    6	-7	1	-7	8	8	-3	-0.1	-10
> N#CCCC(C#N)(c1cccnc1)N1CCOCC1 (stereo not drawn)
    10	0	-6	3	0	3	-2	-0.5	18
> Cc1ccc(-c2nc3ncccc3n2O)cc1
    0	1	-2	4	2	5	2	-1.4	6
> COc1ccc(B(O)O)c(CN2CCN(C(=O)OC(C)(C)C)CC2)c1
    -9	2	-9	0	5	-14	4	1.9	31
> CCc1nnc(NC(=O)CSc2nnc(CNC(=O)c3ccccc3)o2)s1
    2	1	-7	3	1	-2	0	0.5	-9
> Cc1ccc(S(=O)(=O)/N=C(/c2ccccc2)N(C)c2ccc(O)cc2)cc1
    6	0	0	-4	5	-5	4	-2.1	14
